Screens: PubChem, National Center for Advancing Translational Sciences (NCATS)
HT1080 IDH1KD tx: kills HT-1080 cells with IDH1 knockdown | HT-1080 IDH1 knockdown viability, ATP luminescence, 48 h | Potency, µM (top dose mostly 46.1 µM), for inactives: top-dose activity, negative = toxicity, actives largely listed as cytotoxic | 2% of 360,000 active | AID 686971;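 further: potency means the concentration at half of the fitted maximal effect; 0% = DMSO wells and -100% = cell-free medium wells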
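Cytotoxicity counter-line: IDH1KD HT-1080, 48 h, CellTiter-Glo. Curves classed by r2, magnitude and activity.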
WRN helicase inh: WRN helicase (human) inhibition; WRN helicase unwinding, fluorescent forked duplex, kinetic; Q14191; 0.46% of 360,000 active; AID 651768; Potency, µM (doses to about 114 µM), for inactives: at the highest dose activity change, negative = inhibition, actives largely listed as inhibitors; further: potency means the concentration at half of the fitted maximal effect; on the % scale 0 is the no-effect control and ±100 the full control effect; nearly all actives have a fitted effect of over 55% in size
Target sequence (Q14191 whole entry, looked up): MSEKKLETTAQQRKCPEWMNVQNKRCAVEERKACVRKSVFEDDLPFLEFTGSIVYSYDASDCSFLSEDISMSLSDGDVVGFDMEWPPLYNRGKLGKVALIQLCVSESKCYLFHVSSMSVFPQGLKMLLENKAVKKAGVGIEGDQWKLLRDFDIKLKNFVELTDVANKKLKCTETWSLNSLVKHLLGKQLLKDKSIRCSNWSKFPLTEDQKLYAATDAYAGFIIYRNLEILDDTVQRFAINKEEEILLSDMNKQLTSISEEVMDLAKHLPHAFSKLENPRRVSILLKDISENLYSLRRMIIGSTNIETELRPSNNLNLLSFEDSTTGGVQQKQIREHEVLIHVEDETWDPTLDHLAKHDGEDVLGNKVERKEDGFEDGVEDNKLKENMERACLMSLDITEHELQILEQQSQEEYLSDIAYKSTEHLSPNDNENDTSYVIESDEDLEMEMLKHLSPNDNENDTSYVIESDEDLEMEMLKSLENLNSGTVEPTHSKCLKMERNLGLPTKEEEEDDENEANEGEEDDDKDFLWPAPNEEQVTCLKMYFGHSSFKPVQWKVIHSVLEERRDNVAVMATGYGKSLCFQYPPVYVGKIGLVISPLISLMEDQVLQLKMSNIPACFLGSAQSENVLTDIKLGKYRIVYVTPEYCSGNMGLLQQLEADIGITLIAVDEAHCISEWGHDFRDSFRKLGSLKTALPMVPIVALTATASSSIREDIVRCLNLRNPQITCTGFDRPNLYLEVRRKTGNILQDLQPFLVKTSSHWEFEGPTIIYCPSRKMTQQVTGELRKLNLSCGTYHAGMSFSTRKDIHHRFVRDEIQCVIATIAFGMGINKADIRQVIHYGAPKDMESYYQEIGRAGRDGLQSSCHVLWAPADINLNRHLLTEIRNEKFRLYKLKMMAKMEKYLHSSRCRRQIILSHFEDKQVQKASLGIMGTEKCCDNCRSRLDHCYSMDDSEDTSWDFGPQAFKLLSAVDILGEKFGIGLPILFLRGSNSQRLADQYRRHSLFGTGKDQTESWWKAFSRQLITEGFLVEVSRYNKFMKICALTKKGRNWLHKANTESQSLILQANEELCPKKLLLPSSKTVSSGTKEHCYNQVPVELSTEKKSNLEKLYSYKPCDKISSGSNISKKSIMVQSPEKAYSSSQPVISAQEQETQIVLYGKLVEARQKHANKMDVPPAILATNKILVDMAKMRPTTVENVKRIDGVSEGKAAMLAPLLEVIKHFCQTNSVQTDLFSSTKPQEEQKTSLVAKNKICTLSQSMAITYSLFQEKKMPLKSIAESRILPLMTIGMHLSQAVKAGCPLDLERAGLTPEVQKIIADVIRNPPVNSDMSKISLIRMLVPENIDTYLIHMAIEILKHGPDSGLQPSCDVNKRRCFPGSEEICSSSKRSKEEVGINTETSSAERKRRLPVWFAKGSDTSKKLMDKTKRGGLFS
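Fluorescence dequenching readout, ex 525 nm/em 598 nm, kinetic mode: forked duplex DNA (100 nM final) with adjacent fluorophore and quencher unwound by WRN (20 nM final) with 2 mM ATP. Compound preincubation 15 min, room temperature.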
IL1B secr inh: blocks inflammasome-driven IL-1 beta release. THP-1 LPS/ATP IL-1B secretion, AlphaLISA, 16 h; hits give low values. activity change, % at 57.5 µM. 4.7% of 360,000 active. AID 743279; in the data active means activity change below about -50%; inconclusive means mostly about -30% to -49%; further: on the % scale 0 is the no-effect control and ±100 the full control effect
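Secreted IL-1B measured by AlphaLISA bead assay after 16 h compound exposure of THP-1 cells; compounds (final up to 57.5 uM) added 1 h before LPS (250 ng/mL) and ATP (1.25 mM) stimulation; lower signal means less secretion.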
KB-3-1 tox: kills parental KB-3-1 adenocarcinoma cells | KB-3-1 viability, CellTiter-Glo ATP luminescence, 72 h | Potency, µM (series often up to 46.1 µM), inactives show at the highest dose activity change, negative = cytotoxic, actives largely listed as cytotoxic | 1.4% of 400,000 active | AID 1347075; further: potency means the concentration at half of the fitted maximal effect; on the % scale 0 is the no-effect control and ±100 the full control effect; nearly all actives have a fitted effect of over 60% in size
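Using CellTiter-Glo luminescence, growth of non-resistant KB-3-1 adenocarcinoma cells is assessed 72 h after pin-tool compound addition at 37 °C. Normalized responses across the concentration series yield fitted curves.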
ATXN2 expr inh: reduces ATXN2 reporter expression in HEK-293 cells. HEK-293 ATXN2-luciferase reporter, luminescence, 24 h. AID 1745845. Potency, µM (doses to about 57 µM), without a hit: at the highest dose activity change, negative = inhibition, usual class: inhibitors. 0.72% of 360,000 active; further: potency means the concentration at half of the fitted maximal effect; on the % scale 0 is the no-effect control and ±100 the full control effect; nearly all actives have a fitted effect of over 55% in size
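ATXN2-luciferase reporter cells (luciferase flanked by upstream and downstream ATXN2 gene portions) were treated 24 h at 37 °C with compounds at up to 57 uM. SteadyGlo luminescence gave expression; GF-AFC fluorescence gave viability.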
SW480 rereplic: induces DNA re-replication in SW480 colon adenocarcinoma cells; SW480 DNA re-replication, Hoechst DNA content imaging, 48 h; Potency, µM (series often up to 46.1 µM), for the others: at the highest dose re-replication activation, hits mostly activators; 1.8% of 340,000 active; AID 624297; further: potency means the concentration at half of the fitted maximal effect; % of control where 0% means no effect; nearly all actives have a fitted effect of over 55% in size
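Compounds, transferred as 23 nL by pin tool, were incubated with cells for 48 hr; DNA content per nucleus was then quantified by Hoechst staining and fluorescence plate imaging.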
KB-V1 cytotox: KB-V1 MDR subline cytotoxicity; KB-V1 MDR cells viability, CellTiter-Glo, 72 h; Potency, µM (highest dose often 46.1 µM), without a hit: top-dose activity change, negative = cytotoxicity, actives largely listed as cytotoxic; 3.4% of 400,000 active; AID 1347076; further: potency means the concentration at half of the fitted maximal effect; on the % scale 0 is the no-effect control and ±100 the full control effect; nearly all actives have a fitted effect of over 60% in size
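Readout: CellTiter-Glo luminescence, 10 min after addition. Cells: KB-V1 MDR subline, 72 h at 37 degrees C with compound. Analysis: corrected, normalized data fitted to concentration-effect curves.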
MCF10A rerep: DNA re-replication induction in MCF 10a cells; Potency, µM (series often up to 46.1 µM), without a hit: at the highest dose activity, positive = re-replication, usual class: activators; AID 624296; MCF 10A DNA re-replication, Hoechst nuclear intensity, 48 h; 2.9% of 350,000 active; further: potency means the concentration at half of the fitted maximal effect; % of control where 0% means no effect; nearly all actives have a fitted effect of over 50% in size
HT1080-NT tox: kills 2HG-producing HT-1080-NT fibrosarcoma cells | AID 686970 | HT-1080-NT fibrosarcoma viability, CellTiter-Glo ATP luminescence, 48 h | 1.6% of 360,000 active | Potency, µM (top dose mostly 46.1 µM), without a hit: top-dose activity, negative = less viability, usual class: cytotoxic;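 further: NT is the 2HG producing partner of a matched IDH1 knockdown line; potency means the concentration at half of the fitted maximal effect; 0% = DMSO-treated cells and -100% = media-only wells without cells; nearly all actives have a fitted effect of over 55% in size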
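Read-out is CellTiter-Glo luminescence after 10 minutes at room temperature, following 48 hours' compound treatment of HT-1080-NT cells (750 cells/well, RPMI, 5% FBS, 37 degrees C).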
Starred values were filed as active, the others as inactive; i = inactive; ? = inconclusive; / = no result given; [ ] = another dose, or the depositor's remark. Unless noted, the call rests on the fitted dose curve; in most records, active means well fitted curve in the direction sought with a large enough effect; inconclusive means small, poorly fitted or top-dose-only effect, or another doubt; inactive means no such curve, though single readings can be large; an effect the other way counts as inactive or inconclusive.

mol | HT1080 IDH1KD tx | WRN helicase inh | IL1B secr inh | KB-3-1 tox | ATXN2 expr inh | SW480 rereplic | KB-V1 cytotox | MCF10A rerep | HT1080-NT tox
CN(CC(=O)Nc1cccc(F)c1)C(=O)CSc1ccccc1F | -5% | -19% | 1 | 10% | 3% | -2% | 12% | -3% | -7%
O=C(COc1ccc(F)cc1)NNC(=O)c1cc2ccccc2oc1=O | -2% | 14% | 2 | 0% | -12% | 11% | -1% | 2% | 7%
CCCn1c(/C=C/c2ccco2)nc2ccccc21 | -1% | -15%[57.1 µM] | -16 | 8% | 12% | 8% | ? | ? | 6%
COc1cc(-c2cc(C(=O)Nc3nc4ccccc4s3)c3ccccc3n2)cc(OC)c1OC | -15% | 3% | -12 | -16% | 30%[activator] | 13% | -23% | ? | -12%
C=CCOc1c(Br)cc(CNc2nccs2)cc1OC | -1% | -4% | 3 | -9% | -20% | 11% | -22% | 1% | -1%
Cc1cccc(Oc2ccc(S(=O)(=O)N3CCCCC3)cc2NC(=O)C2=COCCO2)c1 | ? | 0% | -9 | 0% | / | -2% | -27% | 15% | -19%
O=S(=O)(c1ccc(F)cc1)N1CCc2ccccc2C1 | -1% | -22% | 9 | -2% | -4% | -9% | -4% | -33%[inhibitor] | 14%
COc1ccc(NC(=O)Nc2ccc(OCc3ccccc3)cc2)cn1 | -19% | 0% | 37 | -28% | -21% | -1% | 9% | 26% | -30%
COc1ccccc1NC(=O)CSc1nc(=O)n(Cc2ccncc2)c2c1CCCC2 | 7% | 0% | -10 | -1% | 11% | 1% | -2% | -2% | 16%
CCNc1nc(NC(C)C)nc(NS(=O)(=O)c2ccc(C)cc2)n1 | 7% | 5% | 4 | 1% | / | 3% | 10% | -3% | 11%
CC(CN1CCCCC1)OC(=O)c1ccc2c(c1)OCO2 (stereo unspecified) | 8% | 5% | -2 | 10% | 10% | -10% | ? | -4% | 6%
CC(C)(C)OC(=O)N1CCC(NC(=O)c2nc[nH]c2C(=O)N2CCN(c3ccccc3)CC2)CC1 | -1% | 2% | -13 | 9% | -16% | -33% | 20% | 4% | 0%
CC1(c2nnc(-c3ccc(F)cc3)o2)CC(c2c(Cl)cccc2Cl)=NO1 (stereo unspecified) | -18% | -13% | -1 | ? | ? | -23%[9.22 µM] | -12% | ? | -3%
Cc1cc(C)c2c(=O)[nH]c(SCC(=O)N3CCOCC3)nc2n1 | 12% | -2% | 8 | 4% | 1% | -119%[inhibitor] | 27% | 5% | 15%
Cc1cccc(NS(=O)(=O)c2cccc(C(=O)N3CCCCCCC3)c2)c1 | 0% | 0% | -60* | -7% | ? | -6% | -17% | -4% | -8%
O=C(NCCCNC(=O)c1cc(Cl)ccc1Cl)c1cnccn1 | 7% | 16% | 20 | 17% | -6% | -2% | -11% | 0% | 8%
CC(C)(C)OC(=O)N1CCC(c2c(C(=O)O)cnn2-c2ccccc2Cl)CC1 | 1% | 3% | 17 | -7% | 0% | 2% | 2% | 3% | 12%
CCC(=O)Nc1nnc(SCC(=O)NCC2CCCO2)s1 (stereo unspecified) | ? | -30% | -6 | 1% | -1% | 8% | -1% | 5% | ?
COc1ccc(Cl)cc1S(=O)(=O)NC(C)C(=O)NCc1ccc2c(c1)OCO2 (stereo unspecified) | -4% | 3% | -14 | 21% | -14% | 0% | -24% | -2% | -4%
O=C(COc1cccc2ccccc12)N1CCN(c2ccccc2)CC1 | -4% | -33%[57.1 µM] | -10 | -11% | -6% | 1% | ? | 0% | -9%
CC(C)NC(=O)Nc1cccs1 | 4% | -6% | 12 | 8% | -7% | -5% | 28% | 6% | 6%
CCCc1cc(=O)[nH]c(SCC(=O)c2c(C)[nH]c3ccccc23)n1 | 2% | -10% | 23 | 11% | / | 4% | -15% | 27% | 0%
Cc1cccn2c(=O)c(/C=C(\C#N)C(=O)NCc3ccco3)c(N3CCCC(C)C3)nc12 (stereo unspecified) | 14% | -7% | -53* | 19% | -11% | 41% | ? | 0% | 22%
CC(=O)N1CC2([N+](=O)[O-])CN(C(C)=O)CC([N+](=O)[O-])(C1)C2(C)C | -5% | 3% | -18 | 2% | -25% | 12% | -26% | -10% | -17%
C=CCn1c(SCC(=O)Nc2nccs2)nnc1-c1ccco1 | 8% | -2% | -14 | 14% | 3% | 2% | 1% | 1% | 18%
N#CC1=C(N)OC2=C(C(=O)CCC2)C1CCc1ccccc1 (stereo unspecified) | 8% | -2% | 16 | 4% | -7% | -8% | 9% | 3% | 15%
CCOC(=O)/C(C#N)=C/Nc1ccccc1NS(=O)(=O)c1ccc2c(c1)OCCO2 | -12% | 5% | 8 | -4% | / | -4% | -8% | 3% | 1%
O=C(Cc1cccs1)Nc1ccc(Cl)c(S(=O)(=O)N2CCOCC2)c1 | -4% | 3% | 5 | -25% | 0% | 5.8µM* | ? | -15% | ?
Cn1c(=O)n(CCc2ccccc2)c(=O)c2c1nc1n2CCCN1Cc1ccccc1 | -4%[9.24 µM] | 0% | -18 | 0% | -20% | -5% | 21µM* | ? | 1%
COc1ccc(/C=N/NC(=O)Cc2csc(Nc3cccc(C(F)(F)F)c3)n2)cc1C | ? | -9% | -15 | ? | 13% | 5% | -18% | ? | ?
Cc1ccc(C(C)(C)C)c(OCCCn2ccnc2)c1 | -2% | 3% | -26 | ? | -8% | 17% | -4% | ? | 2%
O=C(CCN1CCCCC1)c1ccc2c(c1)OCCO2 | 5.6µM* | -11% | -86* | 7% | 28% | ? | -22% | -42%[inhibitor] | ?
O=[N+]([O-])c1ccc(N2CCCCC2)c(-c2nn[nH]n2)c1 | 8% | 2% | 9 | -6% | -13% | -2% | -4% | -1% | 10%
Cc1cc(C(F)F)n2ncc(C(=O)NCc3ccccc3C(F)(F)F)c2n1 | -17% | 5% | -20 | 8% | -6% | 1% | 0% | 15% | -21%
COc1cccc(CC2(CO)CCCN(CC3=Cc4cc(OC)ccc4OC3)C2)c1 (stereo unspecified) | -4% | 3% | 16 | -11% | -21% | 12% | ? | ? | -1%
C[C@@H]1CN(S(=O)(=O)C(C)(C)C)[C@H](CCO)/C1=C\c1ccccc1 | 3% | -1% | 9 | 0% | -5% | 4% | 0% | ? | 0%
O=C(CN1C(=O)COc2ccccc21)N1CCCC1 | -4% | -9% | 16 | -8% | 6% | -7% | -18% | 6% | -7%
Cc1ccc(S(=O)(=O)N2CCN(Cc3cc(C(C)C)ccc3O)CC2)cc1 | -9% | -8% | ? | -15% | -7% | -1% | ? | 17% | -13%
COc1ccc(CNC(=O)Cn2cc3c(n2)CCCCC3)cc1 | -1% | -1% | 16 | 5% | 2% | 4% | -1% | 10% | 0%
CCCN(CC(=O)Nc1cccc(S(N)(=O)=O)c1)CC(=O)Nc1ccc(F)c(F)c1F | -3% | -2% | 0 | -1% | -10% | -3% | -3% | 0% | -3%
c1ccc2c(c1)nc1sccn12 | 13% | -9% | 4 | 7% | 3% | -7% | 1% | 10% | 2%
COC(=O)c1c(O)cc(=O)n2c1CCCCC2 | 2% | 4% | -5 | 3% | / | -61% | 18% | 5% | -1%
COc1ccc(N=C2SCC(=O)N2c2ccc(OC)cc2)cc1 | -2% | -10% | 1 | -9% | -1% | 1% | -3% | 3% | 3%
CCC1=Nc2cc(C(=O)NCC3CCCO3)ccc2Sc2ccc(Cl)cc21 (stereo unspecified) | 16µM* | 1% | 114 | 9.2µM* | -30% | ? | -7% | 12µM* | ?
CC(C)Oc1ccc(C(=O)NC(=S)Nc2ccc(CN3CCOCC3)cc2)cc1 | 9% | -4%[57.1 µM] | -27 | -14% | -10%[11.3 µM] | -7% | ? | 4% | 8%
CCOC(=O)C1CCCN(C(=O)c2cccc(S(=O)(=O)N(C)c3c(C)n(C)n(-c4ccccc4)c3=O)c2)C1 (stereo unspecified) | 8% | -25% | i | ? | 2% | ? | -1% | -35%[inhibitor] | -3%
COc1ccc(CNC(=O)COC(=O)CCc2c[nH]c3ccccc23)cc1 | -2% | 5% | ? | 0% | -3% | 0% | 1% | ? | -2%
CCC(CC)=C(C#N)C(=O)NC1CCCCC1 | 11% | 4% | 0 | 0% | 0% | 0% | -2% | 10% | -2%
CC1CCCCC12NC(=O)N(CC(=O)c1ccc[nH]1)C2=O (stereo unspecified) | 4% | -21% | -2 | 3% | 4% | -3% | 15% | 2% | -2%
CC[C@@H]1Cc2[nH][nH]c(=O)c2[C@@H](c2ccc(Cl)cc2)O1 | 1% | 1% | 10 | 1% | 8% | / | 0% | / | 15%

The results go on.
mol | HT1080 IDH1KD tx | WRN helicase inh | IL1B secr inh | KB-3-1 tox | ATXN2 expr inh | SW480 rereplic | KB-V1 cytotox | MCF10A rerep | HT1080-NT tox
Cc1ccc(S(=O)(=O)N2CCOCC2)cc1NC(=O)c1ccc(F)cc1F | 6% | -2% | -18 | -1% | -2% | -9% | -3% | -2% | 11%
CC(NC(=O)c1ccco1)C(=O)OCC(=O)N1CCCCCC1 (stereo unspecified) | 0% | -4% | 22 | 0% | / | -9% | ? | -2% | 1%
CCOC(=O)C1=C(C)Nc2ncnn2C1c1cc(OC)ccc1OC (stereo unspecified) | 1% | -1% | 10 | 21% | 2% | -4% | -21% | 1% | 10%
Cc1ccc(S(=O)(=O)N/N=C\c2cc3c(cc2Br)OCO3)cc1 | -24% | -1% | 16 | -15% | -1% | ? | -1% | 4.6µM* | -17%
